# Source: PubChem
# FUS suppressor = qHTS for Suppressors of FUS Proteinopathy: Primary screen using FUS-linked yeast assay | Potency, µM (highest dose often 76.6 µM), inactives show at the highest dose growth rescue (activation), actives largely listed as activators | actives 0.24% (n = 390,000) | S. cerevisiae FUS-expressing, growth rescue, OD600, 24 h;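 further: potency means the concentration at half of the fitted maximal effect; plate controls were DMSO vehicle for no effect and reference control for full effect; nearly all actives have a fitted effect of over 55% in size; some results filed as inactive show a strong effect at the top dose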
#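 Steps: raffinose overnight preculture; dilution to OD 0.005 in 2% galactose minimal medium; compound addition (concentration series); 24hr at 30C, 99% humidity; absorbance read at 600 nm.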
# EPAC1 ag = qHTS for Agonist of cAMP-regulated guanine nucleotide exchange factor 3 (EPAC1): primary screen; Rap guanine nucleotide exchange factor 3 (Homo sapiens), O95398; EPAC1 agonist qHTS, biochemical assay; response scale: 100% = response to 6.5 mM cAMP; Potency, µM (highest dose often 154 µM), for the others: at the highest dose activation, actives largely listed as activators; actives 0.073% (n = 360,000); further: potency means the concentration at half of the fitted maximal effect; nearly all actives have a fitted effect of over 60% in size
#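 Read-out is the fluorescence drop as BODIPY-GDP leaves Rap1B (480 nm excitation, 540 nm emission), recorded every 5 minutes over 30 minutes. Reactions held 100 nM EPAC1, 250 nM Rap1B–BODIPY-GDP and 50 uM GDP, with 6.5 mM cAMP setting full activation.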
# IL-2 act = qHTS of IL-2 Activators; IL-2 activation reporter assay, cell-based qHTS; stimulated with anti-CD3/CD4/CD28 beads; in transgenic mouse T cells; activation, % (series mostly up to about 46 µM); actives 0.065% (n = 360,000); in the data active means activation above about 50%; inconclusive means mostly about 30% to 49%; further: 0% is about no effect
#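 Unstimulated transgenic mouse T cells preincubated 60 min with compound, then stimulated with anti-CD3/anti-CD4-coated beads plus anti-CD28 for 18 h at 37 degrees C. IL-2 response read as EGFP and DsRed fluorescence by plate cytometry.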
# EPAC1 antagonist = qHTS for Antagonist of cAMP-regulated guanine nucleotide exchange factor 3 (EPAC1): primary screen. Rap guanine nucleotide exchange factor 3 (Homo sapiens), O95398. EPAC1 GEF assay, Rap1b-BODIPY-GDP exchange fluorescence. Potency, µM (highest dose often 115 µM), without a hit: top-dose activity change, negative = inhibition, actives largely listed as inhibitors. actives 0.14% (n = 360,000);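 further: potency means the concentration at half of the fitted maximal effect; plate controls were vehicle for no effect and positive control for full effect; nearly all actives have a fitted effect of over 50% in size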
# PLK1 PBD block = qHTS for Inhibitors of PLK1-PDB (polo-like kinase 1 - polo-box domain): Primary Screen; Potency, µM, for the others: max response, negative = inhibition, most hits filed as inhibitors; Serine/threonine-protein kinase PLK1 (Homo sapiens), P53350; AID 720504, 2013; Plk1 PBD binding of FITC phosphopeptide, fluorescence polarization; actives 2.8% (n = 360,000); further: potency means the concentration at half of the fitted maximal effect; series mostly up to about 57 µM; on the % scale 0 is the no-effect control and ±100 the full control effect; nearly all actives have a fitted effect of over 65% in size
# PI5P4K alpha inh = qHTS for Inhibitors of phosphatidylinositol 5-phosphate 4-kinase (PI5P4K); Phosphatidylinositol 5-phosphate 4-kinase type-2 alpha (Homo sapiens), P48426; PI5P4Kalpha enzyme, ADP-Glo luminescence, 60 min; active compounds read low; max response, %; actives 1.2% (n = 330,000); AID 652105, 2013; active means max response of -50% or lower; inconclusive means between -30% and -50%; inactive means -30% or higher; further: value at the top dose of about 77 µM; on the % scale 0 is the no-effect control and ±100 the full control effect
#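 Controls without substrate or without enzyme flank wells where PI5P4Kalpha converts substrate using 5 microM ATP (final). Incubation lasts 60 minutes at room temperature; ADP formed is read by ADP-Glo luminescence.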
# WRN inhibitor = qHTS for Inhibitors of WRN Helicase. actives 0.46% (n = 360,000). AID 651768, 2012. Potency, µM (highest dose often 114 µM), for inactives: top-dose activity change, negative = inhibition, actives largely listed as inhibitors. WRN helicase unwinding, fluorescent forked duplex, kinetic; further: potency means the concentration at half of the fitted maximal effect; on the % scale 0 is the no-effect control and ±100 the full control effect; nearly all actives have a fitted effect of over 55% in size
# Target sequence (Q14191 whole entry, looked up): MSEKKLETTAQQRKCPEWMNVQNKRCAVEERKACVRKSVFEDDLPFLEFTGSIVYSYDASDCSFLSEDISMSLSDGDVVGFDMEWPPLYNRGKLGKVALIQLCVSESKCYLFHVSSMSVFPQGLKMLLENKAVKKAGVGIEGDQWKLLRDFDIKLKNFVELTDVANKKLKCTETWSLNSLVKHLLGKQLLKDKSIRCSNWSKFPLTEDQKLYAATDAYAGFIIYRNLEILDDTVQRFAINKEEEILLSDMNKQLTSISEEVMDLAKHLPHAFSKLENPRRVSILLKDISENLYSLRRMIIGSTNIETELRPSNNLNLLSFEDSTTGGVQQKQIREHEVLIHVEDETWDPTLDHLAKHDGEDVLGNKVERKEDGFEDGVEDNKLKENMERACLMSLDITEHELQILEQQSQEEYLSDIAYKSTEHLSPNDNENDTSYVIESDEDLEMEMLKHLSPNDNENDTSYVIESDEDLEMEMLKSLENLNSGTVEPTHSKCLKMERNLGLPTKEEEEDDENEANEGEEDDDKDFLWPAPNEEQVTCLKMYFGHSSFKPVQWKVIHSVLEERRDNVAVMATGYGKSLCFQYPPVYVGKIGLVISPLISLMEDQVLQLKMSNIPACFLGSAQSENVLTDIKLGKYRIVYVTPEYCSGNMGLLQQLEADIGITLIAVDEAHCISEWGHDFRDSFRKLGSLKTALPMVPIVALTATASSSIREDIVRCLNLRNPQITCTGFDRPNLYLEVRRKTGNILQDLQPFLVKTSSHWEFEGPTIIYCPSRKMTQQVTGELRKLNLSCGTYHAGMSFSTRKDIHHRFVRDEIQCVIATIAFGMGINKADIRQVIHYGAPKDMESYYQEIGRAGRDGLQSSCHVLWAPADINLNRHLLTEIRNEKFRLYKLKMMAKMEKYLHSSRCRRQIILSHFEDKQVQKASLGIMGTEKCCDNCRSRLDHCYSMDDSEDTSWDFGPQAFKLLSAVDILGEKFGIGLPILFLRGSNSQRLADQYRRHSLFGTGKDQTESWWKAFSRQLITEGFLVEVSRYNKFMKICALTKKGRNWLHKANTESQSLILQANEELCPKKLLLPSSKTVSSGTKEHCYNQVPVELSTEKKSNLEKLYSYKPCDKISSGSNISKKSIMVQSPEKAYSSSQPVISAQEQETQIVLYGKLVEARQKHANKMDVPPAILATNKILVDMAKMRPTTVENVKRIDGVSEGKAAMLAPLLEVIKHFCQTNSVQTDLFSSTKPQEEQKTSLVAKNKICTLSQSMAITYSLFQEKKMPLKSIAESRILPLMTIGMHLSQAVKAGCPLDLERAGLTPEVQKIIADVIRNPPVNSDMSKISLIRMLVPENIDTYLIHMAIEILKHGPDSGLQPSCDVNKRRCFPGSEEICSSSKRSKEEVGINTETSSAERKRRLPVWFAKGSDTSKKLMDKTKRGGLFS
#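 Kinetic red-fluorescence monitoring (525/598 nm) tracks WRN helicase activity after 100 nM fluorophore-quencher forked duplex and 2 mM ATP are added to 20 nM enzyme pretreated 15 min at room temperature with compound.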
# Abeta yeast res = qHTS for compounds that reverse cellular toxicity of Amyloid beta (A-beta) peptide in yeast: Primary Screen | actives 0.063% (n = 410,000) | AID 1347071, 2019 | Potency, µM (series often up to 46.1 µM), for inactives: at the top dose growth rescue, hits mostly activators | yeast expressing A-beta42, growth rescue, OD600, 48 h; response scale: 0% DMSO, 100% iron-clioquinol control; further: potency means the concentration at half of the fitted maximal effect; nearly all actives have a fitted effect of over 55% in size
#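 Yeast growth medium received pinned compounds, then yeast cells expressing toxic A-beta were added; plates incubated at 30 C for 48 hr. Growth read as absorbance at 600 nm, normalized to DMSO and equimolar FeCl3 plus clioquinol controls.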
# Active calls of the source: *; ? = inconclusive; . = no result given; & = joins results of further samples; [ ] = dose if it differs, or a comment. Unless noted, the call rests on the fitted dose curve; in most records, active means well fitted curve in the direction sought with a large enough effect; inconclusive means small, poorly fitted or top-dose-only effect, or another doubt; inactive means no such curve, though single readings can be large; an effect the other way counts as inactive or inconclusive. Compounds were not picked by outcome, and some 4.1% of all compounds hit somewhere here.
SMILES,FUS suppressor,EPAC1 ag,IL-2 act,EPAC1 antagonist,PLK1 PBD block,PI5P4K alpha inh,WRN inhibitor,Abeta yeast res
O=[N+]([O-])c1ccc(N2CCN(C(=S)c3cccc([N+](=O)[O-])c3)CC2)cc1,2%,7%,-0.7,-10%,2.4µM*,?,-33%,1%
CC(C)c1nnc(NC(=O)c2c(O)c3cccc4c3n(c2=O)CCC4)s1,30%,-2%,0.9,-22%,-8%,0,-10%,-6%
O=C(CNC(=O)c1cccs1)N/N=C/c1cccc(Cl)c1,2%,0%,0.7,-11%,6%,-5,2%,12%
CCOC(=O)c1ccc(Nc2ncnc3c2cnn3C)cc1,-7%,13%,-5.1,-11%,2%,.,-10%[57.1 µM],8%
CN(C)C(=O)c1ccc(NC(=O)c2cccc(S(=O)(=O)N3CCCc4ccccc43)c2)cc1,38%,5%,-4.8,-15%,-23%,-3,-4%,5%
Cc1c(O)ccc2c(CC(=O)N[C@@H](Cc3c[nH]c4ccccc34)C(=O)O)cc(=O)oc12,3%,-5%,-0.9,-5%,0%,-7,-6%,6%
Cc1nc2scc(C)n2c(=O)c1S(=O)(=O)N1CCN(c2cccc(C(F)(F)F)c2)CC1,33%&-13%,2%,1.0,-5%,-3%,4,2%,-54%&-63%[inhibitor]
COc1ccccc1NC(=O)Cn1cnc2sc(C(=O)Nc3cc(OC)c(OC)c(OC)c3)c(C)c2c1=O,22%,7%,-1.3,-17%,-11%,3,-5%,?
CCn1c(Cc2cccs2)nnc1SCC(=O)Nc1ccc(OC)c(OC)c1,7%,1%,-0.8,-4%,1%,-7,0%,2%
C/C(=N\OC(=O)c1ccccc1)c1c(C)nc2cc(C)ccn12,-9%,9%,-0.2,0%,-7%,0,-13%,13%
Cc1ccc(C(=O)NCc2ccco2)cc1S(=O)(=O)Nc1cccc(Cl)c1,13%,12%,0.1,-13%,-9%,0,-32%,22%
CCOc1nc(NCCO)nc(Nc2ccccc2F)n1,-25%,2%,1.5,-20%,5%,1,-9%,13%
Cc1cccc(NS(=O)(=O)c2ccccc2)n1,1%,-3%,-0.5,5%,-6%,.,1%,-7%
O=C(COc1ccc2c3c(c(=O)oc2c1)CCC3)NCC(O)c1ccccc1 (stereo not drawn),-10%,15%,-0.7,-7%,-8%,5,0%,8%
CC(=O)Nc1ccc(NC(=O)CSc2nnc3ccc(-c4cccnc4)nn23)cc1,10%,10%,0.5,-5%,-4%,8,-19%,-4%
O=C(CN1C(=O)CNC1=O)Nc1cc(Cl)cc(Cl)c1,5%,-1%,-0.4,-15%,-14%,9,-3%,0%
C[C@H](CO)N1C[C@H](C)[C@H](CN(C)Cc2cncnc2)Oc2ncc(C#CC3(O)CCCC3)cc2C1=O,1%,-12%,-4.3,4%,1%,1,9%,0%
CCOC(=O)C1=C(C)NC2=C(C(=O)C(C(=O)OCC)C(c3ccccc3OC)C2)C1c1ccccn1 (stereo not drawn),10%,1%,-1.6,-1%,-8%,10,1%,8%
Cn1c(NC(=O)c2ccco2)c(-c2ccc(Cl)cc2)c(=O)c2ccccc21,1%,2%,-2.0,-3%,0%,.,-8%,1%
C/C(CCC(=O)O)=N/Nc1ccc([N+](=O)[O-])cc1[N+](=O)[O-],2%,4%,0.2,-23%,-7%,-5,9%,0%
COc1ccc(OC)c2[nH]c(=O)c(CCNC(=O)C(C)(C)C)cc12,-6%,-13%,-2.2,20%,2%,2,4%,-15%
O=C(NCc1cccnc1)Nc1ccccc1,-32%,2%,-2.6,-9%,-13%,-2,6%,-8%
Cc1c(Cl)cccc1NC(=O)N1CCN(C(=O)c2ccco2)CC1,9%,-9%,4.0,-17%,17µM*,2,0%,-3%
C/C(=N/N1CCN(Cc2cccc3ccccc23)CC1)c1cccnc1,7%,4%,-5.4,-3%,-2%,3,-2%,-17%
O=C(Nc1ccc(Oc2ccccc2)nc1)C1CCCCN1Cc1cccc(O)c1 (stereo not drawn),23%,-8%,-2.7,-4%,0%,10,-14%,2%
# New compounds follow.
SMILES,FUS suppressor,EPAC1 ag,IL-2 act,EPAC1 antagonist,PLK1 PBD block,PI5P4K alpha inh,WRN inhibitor,Abeta yeast res
CC(Nc1cc(N2CCNCC2)ccc1[N+](=O)[O-])c1ccccc1 (stereo not drawn),.,-7%,-2.0,-18%,-5%,12,3%,-10%
CC1(C)NC(=O)N(CCOc2cccc(Cl)c2Cl)C1=O,17%,0%,-1.2,6%,-7%,.,-14%,-92%[inhibitor]
O=C(c1ccccc1)C(CCC(CN1CCOCC1)C(=O)c1ccccc1)CN1CCOCC1 (stereo not drawn),-1%,7%,-0.6,13%,-7%,-6,-27%,0%
COc1cc(/C=N/NC(=O)C(N)=O)ccc1OC(=O)c1cccs1,17%,-5%,-0.3,22%,-5%,-2,1%,-14%
N#Cc1ccsc1NC(=O)CN1CCN(Cc2ccccc2)CC1,7%,8%,-5.0,13%,-3%,-16,1%,7%
CCn1nc(C)cc1C(=O)N1CCCC(N2CCN(Cc3ccc4c(c3)OCO4)CC2)C1 (stereo not drawn),-13%,-2%,-2.3,-7%,-4%,1,-3%,4%
Cc1ccc(C(=O)OCC(=O)Nc2ncc(C(F)(F)F)cc2Cl)cc1NC(=O)c1ccco1,14%,-10%,-0.7,8%,-3%,.,-2%,3%
COc1ccc(C(C)(NC(C)=O)c2nc(-c3ccc(F)c(Cl)c3)cs2)cc1 (stereo not drawn),?,7%,1.2,-25%,-1%,14,-7%,9%
Fc1ccc(-n2cc(-c3ccccc3)c3c(=S)nc[nH]c32)cc1,2%,-3%,-1.0,-18%,?,?,-4%,?
CC(=O)Nc1ccc(NC(=O)Cc2sc(-c3cccnc3)nc2-c2ccc(C)cc2)cc1,28µM*,-3%,-1.1,-10%,8%,3,-6%,4%
O=C(Nc1cccc(C(F)(F)F)c1)/C(=C\c1ccco1)NC(=O)c1cccs1,12%,-10%,1.3,5%,-4%,-1,-4%,2%
COc1ccc(N2CCN(C(=O)Cc3ncc(C(F)(F)F)cc3Cl)CC2)cc1,22%,-5%,-3.3,-3%,-6%,-3,14%,10%
CC12CN3CC(C)(CN(C1)C3c1ccc3c(c1)OCO3)C2=O (stereo not drawn),.,1%,0.1,-11%,-1%,1,1%,7%
CCOC(=O)c1c(C)oc(C)c(C(=O)OCC)c1=O,-2%,3%,-4.0,-4%,-7%,3,7%,0%
CC(O)[C@H]1CNC(=S)N1CCc1cccc(F)c1 (stereo partly drawn),-12%,8%,-0.2,-13%,-13%,1,3%,0%
CC1(C)C(=O)Nc2ccccc2N1C(=O)COC(=O)c1ccc(Cl)c(S(=O)(=O)NCc2ccccc2)c1,16%,3%,-2.0,-8%,5%,-6,-10%,28%
Cc1cc(C)n(-c2nc3ccccc3nc2Nc2ccc3c(c2)OCO3)n1,1%,10%,-2.7,-8%,2%,8,-8%,-8%
O=C(OCC#Cc1c(COC(=O)c2ccccc2)nnn1Cc1ccccc1)c1ccccc1,25%,-4%,-0.8,-7%,-21%,1,1%,7%
C[C@]1(O)CC(=O)C=C[C@H]1Nc1ccccc1,-1%,-18%,-0.7,-1%,-5%,1,-3%,-12%
O=C(Cn1c(C(F)(F)F)nc2ccccc21)c1ccc(Br)cc1,32%,-3%,-0.3,-7%,-7%,10,-9%,3%
CC(NC(=O)NC(=O)c1cccc([N+](=O)[O-])c1)C1CC1 (stereo not drawn),-10%,-18%,-1.0,-6%,0%,3,4%,3%
Cc1ccc(-n2nnnc2SCC(=O)N2CCCCC2)cc1,16%,-5%,-2.6,14%,0%,.,1%,1%
Cc1nonc1OCCNCCNc1ccc([N+](=O)[O-])cc1Cl,12%,1%,-1.8,8%,4%,0,5%,3%
OC(CNCc1ccc(-c2ccccc2)cc1)c1ccccc1 (stereo not drawn),8%,6%,-0.2,3%,2%,1,2%,6%
COc1cccc(OC)c1C(=O)N1CCOCC1,5%,13%,0.4,3%,-10%,.,4%,-2%
# The results go on.
SMILES,FUS suppressor,EPAC1 ag,IL-2 act,EPAC1 antagonist,PLK1 PBD block,PI5P4K alpha inh,WRN inhibitor,Abeta yeast res
Cn1c(SCC(=O)NC2CCCCCC2)nnc1-c1cccs1,-2%,6%,-0.3,1%,2%,3,-10%,-3%
CC(C)C(=O)N=c1sc2cccc(F)c2n1C,-8%,-2%,-0.3,-18%,-15%,0,0%,6%
COc1ccc(CN(C(=O)CNC(=O)c2ccco2)C(C(=O)NC2CCCC2)c2ccco2)cc1 (stereo not drawn),21%,2%,-3.5,7%,-4%,2,-2%[57.1 µM],-2%
O=C(NC1CCCC1)C1(c2ccccc2)CCN(S(=O)(=O)c2ccccc2)CC1,-10%,16%,0.6,-8%,-9%,.,-4%,5%
COc1ccccc1C(=O)NS(=O)(=O)c1ccc(C)cc1,-26%,-15%,-0.3,-4%,-6%,3,9%,7%
CCOc1ccc(-n2ccnc2)nn1,15%,4%,-1.7,5%,-1%,-2,1%,0%
COc1ccc(C2CC(=O)n3nc(C45CC6CC(CC(C6)C4)C5)nc3S2)cc1OC (stereo not drawn),.,1%,-0.4,-13%,-8%,11,-27%,0%
COc1ccc(NC(=O)c2ccc3c(c2)N(C)CCS3)cc1,-23%,-8%,-2.6,9%,0%,2,5%,-28%
